Screening data deposited in PubChem by several laboratories.
TcdB inh = TcdB glycohydrolase inhibition | TcdB glycohydrolase enzymatic assay, plate reader | AID 652162 | inhibition, % at 9.99 µM | P18177 | actives 0.24% (n = 350,000); in the data active = inhibition above about 10%
VHR inh abs = inhibitors of human VHR1 phosphatase (DUSP3); recombinant VHR phosphatase, pNPP absorbance; inhibition, % at 13.3 µM; actives 0.52% (n = 290,000); AID 1654; in the data active = inhibition above about 50%; note: some compounds called inactive have numbers as strong as hits
Target sequence (P51452 whole entry, looked up): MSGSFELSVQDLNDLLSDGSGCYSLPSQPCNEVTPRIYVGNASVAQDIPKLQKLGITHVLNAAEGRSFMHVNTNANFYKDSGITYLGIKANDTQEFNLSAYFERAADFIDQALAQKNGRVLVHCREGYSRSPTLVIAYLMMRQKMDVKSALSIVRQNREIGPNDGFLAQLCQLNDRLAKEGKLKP
Vc quorum ag = induces V. cholerae light production without autoinducers; activation, % at 18.7 µM; actives 0.16% (n = 350,000); V. cholerae BH1578 lux reporter, luminescence, 6 h; AID 588436; in the data active = activation mostly above about 9.7%, no sharp cut-off; note: not every result past the cut was called active; inactives centre near 0; reference of the scale not given here
Y pestis TopoI = inhibitors of Yersinia pestis topoisomerase I; actives 0.064% (n = 360,000); AID 504884; Y. pestis Topo-I cleavage product accumulation, plate reader; activity, % at 10 µM; in the data active = activity above about 50%, passing the limit was not always enough; note: inactives centre near 2
3CLpro inhibitor = SARS-CoV 3CLpro protease inhibition | recombinant SARS-CoV 3CLpro, quenched FRET peptide cleavage | actives 0.14% (n = 290,000) | AID 1706 | inhibition, % at 6 µM; in the data active = inhibition above about 12%
SSB-PriA inh = blocks PriA binding to SSB C-terminal tail. AlphaScreen SSBct-PriA binding, biotinylated peptide. inhibition, % at 33 µM. actives 0.6% (n = 430,000). AID 1272365; in the data active = inhibition mostly above about 37%, no sharp cut-off; inactive = mostly below about 20%;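 note: plate controls were negative control peptide for no effect and reference peptide for full effect; strong numbers were not always called active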
MazF activator = increases E. coli MazEF RNase cleavage of RNA | P0AE70 | FAM/BHQ RNA-DNA oligo cleavage fluorescence, 5 h | activation, % at 20 µM | actives 0.32% (n = 350,000); in the data active = activation above about 50%
Target sequence (P0AE70 whole entry, looked up): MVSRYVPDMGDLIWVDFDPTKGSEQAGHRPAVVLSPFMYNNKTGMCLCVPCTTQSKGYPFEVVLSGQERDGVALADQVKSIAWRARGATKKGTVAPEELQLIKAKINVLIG
CCHFV vOTU inh = CCHFV vOTU protease inhibition; actives 0.55% (n = 370,000); inhibition, % at 11.5 µM; Pep-AMC fluorescence; in the data active = inhibition above about 30%; note: 0% = vehicle wells with enzyme and 100% = no enzyme wells
Rv3671c inh = Rv3671c (M. tuberculosis) protease inhibition; P9WHR9; inhibition, % at 5.96 µM; actives 0.048% (n = 320,000); AID 2606; in the data active = inhibition above about 38%;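 note: extracellular domain of Rv3671c used as enzyme; 0% = enzyme with DMSO and 100% = no enzyme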
Target sequence (P9WHR9 whole entry, looked up, the tested form may be a part): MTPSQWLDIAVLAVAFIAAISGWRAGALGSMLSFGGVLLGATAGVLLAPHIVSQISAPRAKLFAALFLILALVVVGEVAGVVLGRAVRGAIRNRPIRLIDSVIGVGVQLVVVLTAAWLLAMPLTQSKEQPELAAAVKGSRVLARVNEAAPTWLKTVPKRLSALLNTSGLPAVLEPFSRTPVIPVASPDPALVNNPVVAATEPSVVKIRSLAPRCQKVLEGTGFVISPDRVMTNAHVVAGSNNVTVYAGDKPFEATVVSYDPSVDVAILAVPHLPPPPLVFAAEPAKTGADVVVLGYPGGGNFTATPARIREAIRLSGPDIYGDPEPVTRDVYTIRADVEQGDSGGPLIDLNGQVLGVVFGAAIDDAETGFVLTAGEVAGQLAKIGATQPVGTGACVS
PrPC TRFRET = reduces human prion protein on the cell surface; P04156; cell surface PrPC, TR-FRET read-out; inhibition, % at 13.8 µM; actives 0.43% (n = 370,000); AID 720596; in the data active = inhibition above about 24%; note: 0% = median of the test wells and 100% = reference compound wells
Starred values were filed as active, the others as inactive; i = inactive; x = no result given; + = active, no number. Only part of the results is shown. The share of hits here may be higher or lower than overall.

Compound | TcdB inh | VHR inh abs | Vc quorum ag | Y pestis TopoI | 3CLpro inhibitor | SSB-PriA inh | MazF activator | CCHFV vOTU inh | Rv3671c inh | PrPC TRFRET
COC(C[C@@H](O)[C@H](C)[C@H](O)COCc1ccccc1)OC | -5.6 | 3.5 | 0.3 | -9.4 | x | -7.0 | 9.2 | 7.8 | x | 7.3
CC(C)[C@H](NC(=O)N1CCn2c1nc1ccccc12)C(=O)NCc1ccccc1Cl | -0.2 | 39.0 | i | 23.8 | 4.6 | -8.0 | 1.2 | 15.7 | -11.4 | 10.1
Cc1ccc(C(=O)CCC(=O)NC2=NCCS2)cc1 | 0.7 | x | -1.2 | 0.8 | x | -5.6 | 0.0 | 2.6 | -11.6 | -2.4
COc1ccc(CCC(=O)N2CCN(c3ccccc3)CC2)cc1OC | 0.8 | 38.4 | i | 7.1 | 0.0 | -4.1 | 4.3 | -16.4 | -10.3 | 1.2
Cc1cc(C(=O)Nc2ccc(S(=O)(=O)Nc3nccs3)cc2)c(C)o1 | x | -9.2 | -0.2 | 0.1 | -0.4 | 7.8 | 4.6 | -11.1 | 1.0 | 0.6
COc1cccc(CNC(=O)CSc2cc(=O)n(C)c3ccccc23)c1 | 1.2 | 7.7 | -0.3 | -2.8 | 3.2 | -15.3 | 9.7 | -0.3 | 1.9 | -1.6
O=C(OCC(=O)N1CCOCC1)c1cnc(Cl)c(Cl)c1 | 0.4 | x | i | 5.2 | x | 5.8 | 9.6 | 3.1 | -2.6 | 6.9
COc1ccc(C(c2sc3nc(C)nn3c2O)N2CCN(Cc3ccccc3)CC2)cc1OC (configuration not stated) | -2.8 | 1.2 | 1.0 | 7.8 | 7.0 | -16.7 | 9.3 | 17.3 | -3.9 | -1.8
CCN1C(=O)c2cccc3c(S(=O)(=O)Nc4ccc(O)c(C(=O)O)c4)ccc1c23 | -6.3 | 13.7 | -1.3 | -6.1 | 3.7 | -3.4 | -2.1 | 7.5 | -6.9 | -8.4
Oc1ccccc1C=NN=Cc1c(O)ccc2ccccc12 | -0.7 | x | i | 0.4 | x | -16.4 | + | 2.5 | x | 4.8
Fc1ccc(-c2c[nH]c(=S)n2Cc2ccccc2)cc1 | 1.8 | 5.8 | -1.6 | -10.1 | 9.8 | 8.3 | -6.9 | -12.6 | 0.3 | -3.3
CC1(C)Cc2c(c(N3CCOCC3)nc3sc(C(=O)Nc4cccc(Cl)c4)c(N)c23)CO1 | 0.8 | -2.4 | -0.2 | -2.3 | 2.0 | 5.8 | 1.0 | 8.7 | -6.5 | 4.0
CCOC(=O)N1CCN(S(=O)(=O)c2cc(Br)cnc2N)CC1 | x | 32.0 | -0.2 | -6.6 | -5.2 | -11.6 | 3.4 | -1.6 | -3.9 | 1.9
Cc1cc(=O)oc2cc(Oc3ccc(C(N)=O)cc3[N+](=O)[O-])ccc12 | 1.5 | 36.8 | i | 2.3 | 3.8 | -25.4 | 1.0 | -15.6 | 3.1 | -30.1
CC(=O)Nc1ccc(S(=O)(=O)Nc2c(NC3CCCCC3)c3ccccc3oc2=O)cc1 | 1.8 | 32.7 | -0.2 | 5.4 | 1.0 | -3.5 | 16.4 | -6.4 | -17.7 | 2.1
CCOC(=O)[C@@H]1[C@H]2COc3cc(OC)ccc3[C@H]2N2C(=O)N(c3ccc(F)cc3)C(=O)[C@@]12C | 1.1 | 20.5 | -3.4 | 13.5 | -1.5 | -11.5 | 3.6 | 4.0 | 9.0 | 0.5
COc1ccc(S(=O)(=O)N2CCC(C(=O)NCC(c3cccs3)N(C)C)CC2)cc1 (configuration not stated) | x | 22.5 | -0.2 | 3.5 | 1.1 | -11.4 | 4.1 | 5.6 | -1.8 | -5.1
COc1cccc(COc2nc3c(c(=O)n(C)c(=O)n3C)n2C)c1 | -0.2 | -12.4 | i | -4.3 | 2.4 | 2.3 | 2.7 | 15.8 | 4.7 | -5.7
O=C(Nc1ccc2c(c1)OCO2)c1ccc2sc([C@H]3C[C@H](O)[C@@H](CO)O3)nc2c1 | 1.2 | x | -0.6 | -3.3 | x | x | x | -7.0 | x | 17.5
COc1ccc(OC)c(S(=O)(=O)N/N=C\c2c[nH]c3ccccc23)c1 | 2.1 | 27.2 | 0.8 | -1.4 | -0.6 | x | 0.2 | -5.2 | x | 6.2

Single records (already shown). Screens in order: TcdB inh	VHR inh abs	Vc quorum ag	Y pestis TopoI	3CLpro inhibitor	SSB-PriA inh	MazF activator	CCHFV vOTU inh	Rv3671c inh	PrPC TRFRET
Cc1cc(=O)oc2cc(Oc3ccc(C(N)=O)cc3[N+](=O)[O-])ccc12 is listed with 1.5	36.8	i	2.3	3.8	-25.4	1.0	-15.6	3.1	-30.1
COc1ccc(S(=O)(=O)N2CCC(C(=O)NCC(c3cccs3)N(C)C)CC2)cc1 (configuration not stated) is listed with x	22.5	-0.2	3.5	1.1	-11.4	4.1	5.6	-1.8	-5.1

Next part
Compound | TcdB inh | VHR inh abs | Vc quorum ag | Y pestis TopoI | 3CLpro inhibitor | SSB-PriA inh | MazF activator | CCHFV vOTU inh | Rv3671c inh | PrPC TRFRET
Cc1c(N=C2NC(=O)C(CC(=O)Nc3ccccc3)S2)c(=O)n(-c2ccccc2)n1C (configuration not stated) | x | -0.2 | -0.6 | -1.6 | 1.3 | -15.4 | 7.5 | -8.9 | 4.3 | 7.8
O=C(O)c1ccccc1C(=O)NCC(O)COc1ccc(Cl)cc1 (configuration not stated) | 0.0 | 17.2 | i | -9.4 | 0.6 | 6.4 | -0.1 | -10.1 | 1.1 | 5.8
CCc1ccccc1NC(=S)N1CCN(c2ccccc2F)CC1 | 0.3 | -6.8 | -0.3 | 2.1 | -4.2 | 6.1 | 1.5 | -6.8 | -9.8 | 2.5
COc1cc(OC)cc(C(=O)NC2CC3CCC(C2)N3C)c1 (configuration not stated) | 1.3 | x | -1.6 | -2.4 | x | 0.3 | 2.9 | 22.9 | -1.7 | -1.6
O=C(NC1(C(F)(F)F)NC(=O)N(Cc2ccccc2)C1=O)c1cccs1 (configuration not stated) | x | x | -0.5 | -1.4 | 0.4 | -1.2 | 10.5 | 1.8 | 5.2 | 1.7
COc1cccc(C(=O)CSc2nc3ccccc3n2CC(=O)N(C(C)C)C(C)C)c1 | x | 31.2 | 4.0 | 23.1 | 0.6 | -13.2 | 4.7 | 7.0 | -0.2 | -0.4
CN(c1ccccc1)S(=O)(=O)c1ccc(NC(=O)c2nc(S(C)(=O)=O)ncc2Cl)cc1 | 2.0 | -24.2 | 0.2 | 9.5 | 4.7 | -2.4 | 6.5 | -4.7 | -100.0 | 41.2*
CCc1nc(CN2CCN(c3cc(C(F)(F)F)ccn3)CC2)c(C)[nH]1 | 1.8 | -0.1 | i | -2.3 | -0.3 | -12.0 | 9.0 | -3.6 | 0.9 | 3.0
CC(C)CC(N)c1csc(NC(=O)Nc2ccccc2Cc2ccccc2)n1 (configuration not stated) | -1.0 | x | -0.6 | -10.8 | x | x | x | 5.9 | x | 5.1
CCOC(=O)N1CCN(C(=O)C2CCC(=O)N2C(C)C)CC1 (configuration not stated) | x | 48.8 | -0.3 | 12.9 | -1.7 | -4.9 | -0.3 | -0.4 | 1.0 | -1.9
C/C(=N\NC(=O)C1CCCC1)c1ccc(Cl)c(Cl)c1 | -0.7 | 11.2 | i | -5.5 | -1.2 | x | 6.9 | 21.2 | x | -2.0
CCCNC(=O)C1(C)CCCN(Cc2ccccc2N(C)C)C1 (configuration not stated) | -1.6 | x | -1.2 | -6.7 | x | x | x | -5.7 | x | -11.9
OC(c1ccncc1)(c1ccc(F)cc1)c1ccc(F)cc1 | 0.5 | -4.7 | -0.1 | 1.6 | 7.8 | -12.2 | 5.7 | 7.9 | 3.4 | 0.9
C#CCN1C=CC(=O)[C@@H](OC(=O)Nc2ccc(Br)cc2)[C@H]1c1ccccc1Br | 2.1 | x | -2.8 | 19.5 | x | -5.4 | 3.6 | -0.3 | x | 11.4
N#CCCNc1ccc(OCCC#N)cc1 | 0.7 | 4.2 | x | -2.0 | 0.5 | -32.0 | -2.4 | 13.1 | 6.2 | -2.5
Cc1ccc(-n2c(CSc3nc(C)cc(C)n3)nnc2SCC(=O)N2CCCC2)cc1 | x | 10.0 | -0.4 | 11.1 | 3.5 | -9.4 | 5.7 | 4.6 | 1.7 | -3.1
Cc1ccc(-n2nnnc2SCC(=O)N2CCc3ccccc3C2)cc1 | x | 26.4 | -0.2 | -6.8 | -5.0 | -27.8 | -3.7 | 5.6 | -4.3 | 4.3
NS(=O)(=O)c1ccc(NC(=S)NCc2cccc(Cl)c2)cc1 | 1.5 | 9.1 | -2.7 | -6.7 | -0.2 | -0.3 | 8.2 | 7.3 | -8.7 | -2.0
CCOC(=O)CN1C(=O)CSc2ccc(S(=O)(=O)N3CCOCC3)cc21 | 0.1 | 2.3 | -0.3 | 3.2 | 1.2 | 8.7 | 4.8 | 10.4 | -1.5 | 5.6
c1ccc(CN2CN=C(Nc3nc4ccccc4s3)NC2)cc1 | x | 11.9 | -6.2 | 6.3 | -2.6 | -8.0 | 55.5* | -7.9 | 3.9 | 2.3
CCOC(=O)c1ccc(S(=O)(=O)NC2CCCCCCC2)n1C | x | -30.5 | -3.6 | 9.7 | 5.0 | -16.0 | 0.5 | 10.0 | -3.4 | 8.1
Cc1noc(C)c1CSc1nnc(C)c(=O)[nH]1 | x | 22.0 | -0.3 | 13.1 | 1.2 | -2.0 | 5.0 | 13.6 | 3.1 | -5.9
Cc1ccc(C(=O)c2c3ccc(C(F)(F)F)cc3nn2CCC(N)=O)cc1 | 0.9 | x | i | 24.2 | x | -0.2 | 5.4 | 2.4 | -1.0 | -7.1
COc1cccc(NC(=O)COC(=O)C2CCN(S(=O)(=O)c3cccs3)CC2)c1 | 0.0 | -0.2 | -0.3 | -1.4 | -4.1 | -16.9 | -12.5 | 17.0 | -5.5 | 8.5
c1nc(SSc2ncnc3nc[nH]c23)c2[nH]cnc2n1 | -1.0 | x | i | 1.8 | x | -15.8 | 0.9 | 2.1 | x | 1.7
Cc1cccn2c(CN[C@H]3CCCCNC3=O)c(C(=O)N3CCOCC3)nc12 | 1.7 | 21.9 | -0.3 | -1.7 | 0.8 | -2.3 | -7.9 | 0.3 | -5.9 | -1.2
Cc1cc(C)c(S(=O)(=O)N2CCCOC2CNC(=O)C(=O)NCc2ccco2)c(C)c1 (configuration not stated) | x | -5.5 | -0.4 | -5.7 | 0.6 | 4.7 | -6.5 | -3.7 | 9.6 | 5.7
CC(=O)OCC(=O)C1=CCC2C3CCC4=CC(=O)C=CC4(C)C3(F)C(OC(C)=O)CC12C (configuration not stated) | 1.2 | 30.5 | 4.0 | -9.1 | -7.2 | -0.7 | -2.8 | 3.4 | -1.5 | 2.3
COc1ccc(NC(=O)Nc2nnc(-c3ccco3)s2)cc1 | 0.1 | 11.2 | i | 0.7 | -0.6 | 0.2 | 1.7 | -13.9 | 5.2 | 7.7
O=C(CSc1ccc2nc(-c3ccccc3)cn2n1)NCC1CCCO1 (configuration not stated) | 0.6 | 1.6 | i | 4.7 | 7.4 | 1.5 | 1.2 | -142.1 | 5.4 | -2.5
O=C(Nc1ccc(OCc2ccccc2Cl)cc1)c1cccnc1 | 1.3 | 25.0 | i | 23.6 | 1.4 | -7.2 | -1.1 | 8.5 | -11.6 | 12.7
CCNC(=O)C1CCCN(Cc2ccc(C(=O)OCC)cc2)CC1 (configuration not stated) | 7.0 | x | i | -7.3 | x | x | x | -6.0 | x | -4.0
CC1(OC(=O)c2ccco2)C(=O)C=C2C=C(C3CC3)OC=C2C1=O (configuration not stated) | -1.6 | x | i | 25.5 | x | 7.9 | -13.8 | 1.5 | 6.4 | -3.0
NC(=O)NCc1ccc(F)cc1 | 1.5 | 22.0 | 0.0 | 6.5 | 2.0 | -0.4 | -3.7 | 5.6 | -9.8 | 6.8
O=c1c2[nH]c3ccccc3c2nc2n1CCS2 | 1.0 | 6.3 | i | -1.0 | -3.7 | -12.0 | 6.2 | -6.0 | -10.1 | -2.0
CCC(=O)N1CCC2(CC1)Oc1ccc(Cl)cc1C(=O)C21CC(c2ccccc2)=NO1 (configuration not stated) | 0.6 | 11.1 | i | -1.5 | x | -2.9 | 3.8 | 8.3 | 1.4 | 6.4
